# NPSR antag = qHTS Assay for Antagonists of the Neuropeptide S Receptor: cAMP Signal Transduction. Potency, µM (titrated, usually from 38.3 µM), without a hit: at the top dose activity change, negative = inhibition, usual class: inhibitors. Q6W5P4. AID 1461, 2008. 220,000 compounds, 1% hits. CHO-NPSR cells, cAMP TR-FRET, antagonist mode; further: potency means the concentration at half of the fitted maximal effect; on the % scale 0 is the no-effect control and ±100 the full control effect; nearly all actives have a fitted effect of over 50% in size; many of its hits are not listed in these tables
# Target sequence (Q6W5P4 whole entry, looked up): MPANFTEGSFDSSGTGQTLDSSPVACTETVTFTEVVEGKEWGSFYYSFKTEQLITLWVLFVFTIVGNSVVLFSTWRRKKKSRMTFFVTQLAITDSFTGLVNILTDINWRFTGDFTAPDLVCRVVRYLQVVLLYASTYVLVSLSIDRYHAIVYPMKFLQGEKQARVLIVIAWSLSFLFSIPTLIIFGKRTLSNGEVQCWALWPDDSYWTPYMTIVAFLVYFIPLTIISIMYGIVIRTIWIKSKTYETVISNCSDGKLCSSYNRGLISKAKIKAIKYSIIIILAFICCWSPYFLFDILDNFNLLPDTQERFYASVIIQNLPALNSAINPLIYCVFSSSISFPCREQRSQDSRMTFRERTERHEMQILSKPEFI
# Epigenetic reg = Quantitative High-Throughput Screen for Regulators of Epigenetic Control; murine LDR cells, GFP reporter derepression, 30 h; 280,000 compounds, 0.2% hits; Potency, µM (doses to about 53.9 µM), for inactives: at the highest dose GFP activation, most hits filed as activators; further: potency means the concentration at half of the fitted maximal effect; % of control where 0% means no effect; nearly all actives have a fitted effect of over 60% in size
#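 Murine LDR cells bearing a silenced CMV-driven GFP reporter were exposed to compound for 30 h at 37 C. After PBS washes, GFP-positive cells (20-120 um objects) counted by laser-scanning microplate cytometry.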
# TRb SRC2 PPI = qHTS for Inhibitors of the Interaction of Thyroid Hormone Receptor and Steroid Receptor Coregulator 2; Thyroid hormone receptor beta (Homo sapiens), P10828; Potency, µM (top dose mostly 106 µM), for the others: at the top dose activity change, negative = inhibition, most hits filed as inhibitors; 280,000 compounds, 0.065% hits; TRbeta-SRC2 peptide binding, fluorescence polarization; receptor liganded with 1 µM T3;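 further: potency means the concentration at half of the fitted maximal effect; plate controls were bound peptide for no effect and peptide without receptor for full effect; nearly all actives have a fitted effect of over 50% in size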
#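 Quantitative HTS by FP: 0.6 uM TRb LBD, 20 nM labeled SRC2 20-mer, 1 uM T3, 5% DMSO; 5 hr ambient incubation; % activity per concentration and potencies from concentration series.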
# aGal spleen mod = qHTS Assay for Inhibitors and Activators of Human alpha-Galactosidase From Spleen Homogenate. Alpha-galactosidase A (Homo sapiens), P06280. human spleen homogenate, 4MU-alpha-Gal fluorescence, 40 min. Potency, µM (top dose mostly 80 µM), for the others: at the highest dose activity change, negative = inhibition, actives largely listed as inhibitors. 240,000 compounds, 0.008% hits;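 further: potency means the concentration at half of the fitted maximal effect; 0% = enzyme with vehicle and -100% = no enzyme basal signal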
#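 Fluorogenic readout (Ex 365/Em 440 nm) of 4-methylumbelliferone released from 1 mM 4-MU-alpha-galactoside by spleen homogenate, 40 min at 37C, pH 5.0. Data normalized to no-enzyme and enzyme controls; Hill-equation AC50 from compound titrations.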
# TR SRC2 fluor cs = Total Fluorescence Counterscreen for Inhibitors of the Interaction of Thyroid Hormone Receptor and Steroid Receptor Coregulator 2; TRb/SRC2 Texas Red total fluorescence interference; Potency, µM (highest dose often 106 µM), without a hit: at the top dose fluorescence change, negative = quenching; 280,000 compounds, 0.29% hits; AID 1479, 2009; active means well fitted curve in either direction with a large enough effect; inconclusive means small, poorly fitted or top-dose-only effect; further: potency means the concentration at half of the fitted maximal effect; on the % scale 0 is the no-effect control and ±100 the full control effect
#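 Human TRb ligand-binding domain at 0.6 uM with 20 nM Texas Red SRC2 peptide in Tris buffer containing 1 uM T3 and 5% DMSO, incubated with compound 5 h at ambient temperature. Total fluorescence (555/632 nm) calculated as parallel + 2 × perpendicular.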
# Tau fluor counter = Counterscreen qHTS for Inhibitors of Tau Fibril Formation, Fluorescence Polarization; Potency, µM (highest dose often 57.7 µM), inactives show at the highest dose activity change, negative = decrease; tau K18 P301L (four-repeat tau fragment) Alexa594 fluorescence, heparin fibrillization; 280,000 compounds, 0.93% hits; further: potency means the concentration at half of the fitted maximal effect; on the % scale 0 is the no-effect control and ±100 the full control effect; nearly all actives have a fitted effect of over 55% in size
#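 Human K18 P301L tau (15 uM unlabeled plus 0.24 uM Alexa 594-labeled, final) in 100 mM sodium acetate pH 7 was mixed with compound and 20 uM heparin and incubated 6 hr at 37 C.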
# Tau fibril FP = qHTS for Inhibitors of Tau Fibril Formation, Fluorescence Polarization; K18 P301L tau heparin fibrillization, Alexa594 FP, 6 h; AID 1468, 2008; Microtubule-associated protein tau (Homo sapiens), P10636; Potency, µM (top dose mostly 57.7 µM), without a hit: at the highest dose activity, negative = inhibition, usual class: inhibitors; 280,000 compounds, 0.39% hits; further: potency means the concentration at half of the fitted maximal effect; on the % scale 0 is the no-effect control and ±100 the full control effect; nearly all actives have a fitted effect of over 55% in size
#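 Human K18 P301L fragment (15 uM unlabeled plus 0.24 uM Alexa 594-labeled) in 100 mM sodium acetate pH 7 with compound, aggregation induced by 20 uM heparin for 6 hr at 37 C. ThT (30 uM) added for 1 hr, then Alexa 594 FP read.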
# CBFb RUNX1 block = qHTS Assay for Compounds Blocking the Interaction Between CBF-beta and RUNX1 for the Treatment of Acute Myeloid Leukemia | Runt-related transcription factor 1 (Homo sapiens) + Core-binding factor subunit beta … | AlphaScreen CBFb-His/RUNX1-biotin binding, biochemical | Potency, µM (highest dose often 59.8 µM), inactives show at the highest dose activity, negative = inhibition, hits mostly inhibitors | 230,000 tested, under 10 active; further: % of control where 0% means no effect
# Target sequence (Q01196 whole entry, looked up): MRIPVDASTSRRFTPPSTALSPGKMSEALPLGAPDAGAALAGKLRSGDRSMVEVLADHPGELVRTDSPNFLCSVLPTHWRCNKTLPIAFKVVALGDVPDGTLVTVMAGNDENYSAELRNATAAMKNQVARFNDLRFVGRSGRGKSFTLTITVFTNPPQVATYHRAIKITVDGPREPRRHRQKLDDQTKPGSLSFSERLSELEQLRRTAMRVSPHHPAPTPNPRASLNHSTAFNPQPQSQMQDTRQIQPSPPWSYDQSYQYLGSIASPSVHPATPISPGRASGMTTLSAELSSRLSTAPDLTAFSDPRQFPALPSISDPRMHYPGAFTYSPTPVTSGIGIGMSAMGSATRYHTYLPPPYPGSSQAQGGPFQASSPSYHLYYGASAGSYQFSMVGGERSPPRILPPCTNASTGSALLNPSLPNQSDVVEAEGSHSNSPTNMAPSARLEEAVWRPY
# Target sequence (Q13951 whole entry, looked up): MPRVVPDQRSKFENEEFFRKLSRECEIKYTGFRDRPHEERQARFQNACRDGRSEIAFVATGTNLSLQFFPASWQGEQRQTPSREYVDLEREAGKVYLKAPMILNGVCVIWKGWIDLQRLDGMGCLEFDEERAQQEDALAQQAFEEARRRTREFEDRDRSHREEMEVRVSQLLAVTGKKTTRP
#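 Room-temperature protein-protein interaction test with 30 nM each of His-tagged CBF-beta and biotinylated RUNX1, 15 min with compound, then 90 min with nickel plus streptavidin beads. Signal read in AlphaScreen mode.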
# Numbers without * were called inactive; ? = inconclusive; . = not tested or not shown; [ ] = remark or other dose. Unless noted, the call rests on the fitted dose curve; in most records, active means well fitted curve in the direction sought with a large enough effect; inconclusive means small, poorly fitted or top-dose-only effect, or another doubt; inactive means no such curve, though single readings can be large; an effect the other way counts as inactive or inconclusive. This is a subset; the hit share may differ from the screen's.
SMILES,NPSR antag,Epigenetic reg,TRb SRC2 PPI,aGal spleen mod,TR SRC2 fluor cs,Tau fluor counter,Tau fibril FP,CBFb RUNX1 block
N=C1SC(c2ccccc2)C(=O)N1c1ncc(Cc2ccccc2Cl)s1 (stereo not given),?,0.0%,-1%,-1%,-5%,-22%,-8%,-13%
O=C(CSc1nnc(-c2ccncc2)o1)NCc1ccc(Cl)cc1,13%,0.0%,-6%,3%,-1%,3%,3%,4%
Cc1cc(/C([O-])=C(/C(=S)Nc2ccc(F)cc2)[n+]2ccccc2)c(C)n1-c1ccc(F)cc1,-25%[46.1 µM],0.0%,1%,-7%,-1%,?,-11%,-8%
NS(=O)(=O)c1ccc(NC(CNS(=O)(=O)c2ccccc2)c2ccccc2)cc1 (stereo not given),-24%,-2.8%,-1%,-1%,0%,-18%,-3%,-1%
CC1CCCCC1NC(=O)CSc1ccc([N+](=O)[O-])cc1 (stereo not given),-12%,-1.1%,2%,-6%,-3%,-19%,7%,7%
CC1CCCN(Cc2c(O)ccc3c(=O)c(-c4ccc(Cl)cc4)c(C(F)(F)F)oc23)C1 (stereo not given),.,-2.2%,0%,.,-2%,1%,-3%,.
COc1ccccc1CNc1ccnc(-c2ccoc2)n1,.,-2.9%,-7%,-2%,-3%,-7%,-1%,.
NS(=O)(=O)c1ccc(NNC(=O)c2ccc(F)cc2F)cc1,-35%,0.0%,-2%,6%,-3%,0%,0%,18%
Nc1c2c(nc3ccccc13)N(C1CCCCC1)CC2,4%[46.1 µM],-4.8%,-12%,10%,0%,1%,-7%,10%
CC(C)c1cc(/C=C(\C#N)C(=O)NCCCc2ccccc2)cc(C(C)C)c1O,.,1.1%,-2%,2%,-3%,?,-6%,17%
Cc1cc(N2CCN(C)CC2)nc2ccc(NC(=S)NCCCN3CCN(C)CC3)cc12,5%,-2.7%,-3%,6%,-1%,-4%,-2%,0%
CCCN1CCN(CCCNC(=O)c2cc3c(s2)-c2c(C)cccc2OC3)CC1,.,1.4%,-28%[53 µM],.,-79%[53 µM],?,11%,.
Cc1ccc(CC2SC(N)=NC2=O)cc1 (stereo not given),-4%,7.2%,6%,1%,0%,-7%,0%,4%
CC(=O)C1=C(O)C(=O)N(CO)C1c1ccccc1F (stereo not given),7%[46.1 µM],-1.6%,3%,-4%,-7%,1%,-1%,9%
COc1ccc(N2C(=O)CCC(C(=O)NCc3ccccn3)C2c2ccc(F)cc2)cc1 (stereo not given),-3%[46.1 µM],-0.2%,-3%,4%,2%,-9%,4%,-2%
NC(=S)N(c1ccccc1)c1ccccc1,2%,-0.1%,-4%[53 µM],-1%,1%[53 µM],9%,2%[2.34 µM],-20%
Cc1ccc(S(=O)(=O)CCSc2nccn2C)cc1,-17%,2.2%,3%,9%,-1%,-7%,-3%,20%
COc1ccc(-c2cc3nc(-c4ccccc4)cc(C(F)(F)F)n3n2)cc1,.,-0.9%,-1%,.,0%,-26%,?,.
CN(C)c1ccc(CNC(=O)c2cnc3sc(N4CCOCC4)nn3c2=O)cc1,.,0.0%,1%,.,-19%,2%,14%,.
COCCN1Cc2cccc(C(=O)Nc3ccc(C)cc3C)c2C1=O,.,3.5%,3%,.,1%,-15%,-3%,.

# Single entries from the results shown.
# `CN(C)c1ccc(CNC(=O)c2cnc3sc(N4CCOCC4)nn3c2=O)cc1` in Tau fibril FP = 14%
# `COc1ccc(N2C(=O)CCC(C(=O)NCc3ccccn3)C2c2ccc(F)cc2)cc1` (stereo not given) in TR SRC2 fluor cs = 2%

# Continued:
SMILES,NPSR antag,Epigenetic reg,TRb SRC2 PPI,aGal spleen mod,TR SRC2 fluor cs,Tau fluor counter,Tau fibril FP,CBFb RUNX1 block
O=c1c2ccccc2[nH]c2ccc(F)cc12,8%,-1.3%,-5%,?,-3%,-15%,-4%,6%
O=C(O)c1ccc(NC2CC(=O)N(Cc3ccccc3)C2=O)cc1 (stereo not given),1%,-1.4%,-4%,-4%,0%,3%,-4%,-4%
O=C(NCC(c1cccs1)N1CCOCC1)c1cc(-c2ccc(F)cc2)nc2ccccc12 (stereo not given),-45%,-0.8%,-4%,17%,0%,-20%,3%,-11%
Cc1nc2ccccc2c(=O)n1/N=C/c1ccc([N+](=O)[O-])o1,?,?,-6%,-7%,-4%,?,?,12%
N[C@H](Cc1ccccc1)C(=O)O,.,0.0%,-3%,7%,0%,-1%,-2%,14%
CC(=O)Nc1ccc(NC(=O)Cc2ccc(S(=O)(=O)N3CCCCC3)s2)cc1,13%,-3.2%,2%,5%,-3%,?,17%,?
Cc1csc(NC(=O)c2ccc(C)o2)n1,7%,0.0%,1%,-1%,-4%,-10%,-13%,1%
CCN(CC)C(=O)COc1ccc(CC(=O)O)cc1OC,12%[46.1 µM],0.0%,-1%,2%,4%,0%,0%,4%
CC1=NN(C(=O)CCc2ccccc2)C(O)(c2ccncc2)C1 (stereo not given),7%,3.2%,-8%,-5%,0%,-3%,0%,-14%
O=c1n(Cc2ccccc2)nc2n1-c1cc(Cl)ccc1OC2,.,-1.1%,-3%,.,-3%,-16%,-5%,.

# Some entries already given, showing only Tau fluor counter, Tau fibril FP and Epigenetic reg.
SMILES	Tau fluor counter	Tau fibril FP	Epigenetic reg
O=C(NCC(c1cccs1)N1CCOCC1)c1cc(-c2ccc(F)cc2)nc2ccccc12 (stereo not given)	-20%	3%	-0.8%
Cc1nc2ccccc2c(=O)n1/N=C/c1ccc([N+](=O)[O-])o1	?	?	?

# Next section
SMILES,NPSR antag,Epigenetic reg,TRb SRC2 PPI,aGal spleen mod,TR SRC2 fluor cs,Tau fluor counter,Tau fibril FP,CBFb RUNX1 block
CSCCC(Nc1ncnc2ccc(Br)cc12)C(=O)O (stereo not given),?,-1.2%,4%,6%,0%,-2%,-13%,3%
CN(C)c1ccc(CN(CC2CCCO2)C(=O)c2ccc(Br)cc2)cc1 (stereo not given),.,3.2%,1%,.,-1%,-15%,-3%,.
CC(=O)c1ccc(C2C=CC(Oc3ccc(-c4ccccc4)cc3)C(CO)O2)cc1 (stereo not given),.,0.0%[10.1 µM],4%[11.2 µM],19%[17.5 µM],-11%[11.2 µM],-15%[11.6 µM],-8%[11.6 µM],26%[13.1 µM]
Cc1cc(C)nc(SCC(=O)N/N=C/c2cccn2-c2cccc(C(F)(F)F)c2)n1,-26%[46.1 µM],-2.3%,-21%,-6%,1%,-3%,8%,-15%
Cc1sc(NC(=O)c2ccco2)c(CN2CCN(c3ccccn3)CC2)c1C,?,-0.3%,8%,-25%,-5%,-10%,3%,-24%
Cc1c(C(=O)NCc2ccc3c(c2)OCO3)oc2ccc(S(=O)(=O)N3CCCC3)cc12,-29%[46.1 µM],0.0%,10%,-3%,-7%,-22%,8%,6%
O=C(CN1CCCCCCC1)N/N=C/c1ccc(F)cc1F,1%,0.0%,-1%,-7%,-1%,-4%,0%,-3%
CC(C)C(=O)Nc1ccc(-c2nc3cccnc3o2)cc1,-15%[46.1 µM],-6.3%,-13%,0%,0%,-7%,-7%,12%
CCc1cccc(CC)c1NC(=O)Cn1nnc2sc(-c3ccccc3)cc2c1=O,.,-0.9%,-3%,.,-1%,-11%,-13%,.
CCCCC(=O)NC(=S)Nc1c(C)cc(Br)cc1C,-25%,-2.2%,2%,-1%,1%,-12%,-8%,-4%
COc1cnc(-c2ccccn2)nc1Sc1ccc(F)cc1,-16%,-0.5%,-8%,-8%,1%,-2%,-1%,?
COc1ccc(C2=NOC(Cn3c(Cc4ccc(Cl)cc4)nc4c3c(=O)n(C)c(=O)n4C)C2)cc1 (stereo not given),?,-2.4%,7%,3%,0%,-6%,9%,1%
CC1CCCN(S(=O)(=O)c2ccc(S(=O)(=O)N3CCCN(Cc4ccccc4)C3)cc2)C1 (stereo not given),?,-5.7%,2%,-5%,2%,2%,0%,12%
Cc1ccccc1NS(=O)(=O)c1nnc(NC(=O)c2ccccc2C)s1,.,9.5%,-10%,.,-6%,?,2%,.
O=C(NCC1CCCO1)c1csc2c1CCCC2 (stereo not given),-1%[46.1 µM],0.9%,-11%,-4%,0%,-8%,-1%,-2%
COCCN(CCOC)C(=O)COC(=O)c1ccc(Cl)c(S(=O)(=O)N(C)c2ccccc2)c1,-12%,2.3%,-2%,1%,-2%,-6%,3%,2%
COc1ccc2cc(CCNC(=O)c3cccc([N+](=O)[O-])c3)c(=O)[nH]c2c1,19%,-3.1%,-12%,5%,-3%,-18%,-3%,-16%
Cc1cc(C)nc(N/N=C/c2cccc([N+](=O)[O-])c2)n1,-1%,1.1%,0%,-3%,-3%,3%,0%,4%
C/C(CCN1CCc2nc(-c3ccccc3)c(-c3ccccc3)cc2C1)=N\OC[C@@H](O)COCc1ccco1,.,0.0%[10.1 µM],-1%[11.2 µM],4%[17.5 µM],1%[11.2 µM],-7%[11.6 µM],0%[11.6 µM],6%[13.1 µM]
CCn1c(Cc2ccccc2)nnc1SCC(=O)Nc1nccs1,-10%[46.1 µM],0.2%,-15%,-8%,0%,3%,8%,11%
CCOCCCNc1ncc2c(n1)CC(c1ccc(C)cc1)CC2=O (stereo not given),-8%[46.1 µM],-1.1%,-3%,-4%,-3%,-15%,-10%,5%
COC(=O)c1sc(N2C(=O)c3oc4ccccc4c(=O)c3C2c2cccs2)nc1C (stereo not given),-7%[46.1 µM],0.0%,-2%,-5%,-3%,3%,5%,0%
O=C(NCCN1CCOCC1)C1CCC(CNS(=O)(=O)c2ccccc2)CC1 (stereo not given),8%,0.0%,-8%,-8%,1%,-5%,-4%,3%

# Compound activity (PubChem)
